GlmU inhibition – inhibition of mycobacterial GlmU enzyme – biochemical, glucosamine-1-phosphate acetyltransferase (AID 1376). one-dose inhibition, %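 (tested at 30 µM in the primary screen)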; IC50 in µM for titrated hits. M. tuberculosis GlmU acetyltransferase enzyme assay; higher % means a stronger effect. hit rate 0.25% among 220,000; in the data active means inhibition above about 13%;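 further: 0% = complete reaction with vehicle and 100% = reaction without substrate; strong numbers were not always called active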
RmlCD inh 1536 – inhibitors of Mycobacterium tuberculosis RmlC and RmlD coupled enzymes. P9WH09+P9WH11. hit rate 0.03% among 160,000. RmlC+RmlD coupled enzyme assay, percent inhibition; primary screen in compound mixtures. inhibition, % at 3.6 µM; in the data active means inhibition mostly above about 34%, no sharp cut-off; further: some results filed as inactive read as strong as hits
Target sequence (P9WH09 whole entry, looked up): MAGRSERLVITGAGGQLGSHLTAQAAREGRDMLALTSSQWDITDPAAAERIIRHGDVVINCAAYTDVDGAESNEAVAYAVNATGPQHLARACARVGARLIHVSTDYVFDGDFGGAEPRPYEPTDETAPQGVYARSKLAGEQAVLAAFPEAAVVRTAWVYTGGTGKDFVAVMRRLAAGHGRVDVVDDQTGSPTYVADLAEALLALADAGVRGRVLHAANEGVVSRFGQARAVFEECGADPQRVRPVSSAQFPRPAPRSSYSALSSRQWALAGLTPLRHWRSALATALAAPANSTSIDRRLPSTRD
Target sequence (P9WH11 whole entry, looked up): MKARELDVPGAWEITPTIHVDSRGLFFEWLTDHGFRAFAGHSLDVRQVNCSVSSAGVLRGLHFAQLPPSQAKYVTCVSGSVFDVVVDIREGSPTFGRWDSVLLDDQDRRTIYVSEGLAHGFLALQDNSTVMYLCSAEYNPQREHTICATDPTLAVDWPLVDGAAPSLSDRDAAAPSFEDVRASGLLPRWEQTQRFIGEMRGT
Numbers without * were called inactive. Not all compounds are listed; rates above refer to the full screens.

How did O=C(CSc1nnc(Cn2nnc3ccccc32)o1)N(Cc1ccc(Cl)cc1)c1ccccc1 do in these assays?
GlmU inhibition: -1.2%; RmlCD inh 1536: 44.3

How did CCOC(=O)C1=C(C)n2c(s/c(=C/c3cccc([N+](=O)[O-])c3)c2=O)=NC1c1ccc(O)c(OC)c1 (stereo not given) do in these assays?
GlmU inhibition: 3.2%; RmlCD inh 1536: -0.6

What do the screens show for `COC(=O)Cc1cccc2c(=O)c3ccccc3oc12`?
GlmU inhibition: 0.0%; RmlCD inh 1536: 8.4

How did Cc1cc(C)cc(NC(=O)CSc2nncn2-c2ccccn2)c1 do in these assays?
GlmU inhibition: 1.1%; RmlCD inh 1536: -12.6

Results for Cc1c(NC(=O)/C(C#N)=C/c2ccc(-c3cc(Cl)ccc3Cl)o2)c(=O)n(-c2ccccc2)n1C ?
GlmU inhibition: 11.3%; RmlCD inh 1536: -8.3

What do the screens show for `Cc1cccc(NC(=O)c2ccc(S(=O)(=O)N3CCCCC3)cc2)n1`?
GlmU inhibition: 4.1%

What do the screens show for `CN1N=C(C(=O)N2CCc3c([nH]c4ccccc34)C2c2c(F)cccc2Cl)CCC1=O` (stereo not given)?
GlmU inhibition: 1.2%; RmlCD inh 1536: -16.5

Results for Cc1cc2c(cc1C)N(C(=O)CN1C(=O)c3ccccc3C1=O)C(C)(C)c1ssc(=S)c1-2 ?
GlmU inhibition: -4.6%

How did Cc1ccc(NC(=S)Nc2cc(-c3ccccc3)[nH]n2)cc1Cl do in these assays?
GlmU inhibition: 4.6%; RmlCD inh 1536: 6.4

How did CCCCCC(=O)Nc1cccc(C2=NOC3(C2)C[C@H](C(N)=O)N(C(=O)c2ccccc2C(=O)c2ccccc2)C3)c1 (stereo not given in full) do in these assays?
GlmU inhibition: -0.1%

Reprinted from the part before: 4 entries, followed by the next part.
What do the screens show for `CN1N=C(C(=O)N2CCc3c([nH]c4ccccc34)C2c2c(F)cccc2Cl)CCC1=O` (stereo not given)?
GlmU inhibition: 1.2%; RmlCD inh 1536: -16.5

Results for Cc1cc2c(cc1C)N(C(=O)CN1C(=O)c3ccccc3C1=O)C(C)(C)c1ssc(=S)c1-2 ?
GlmU inhibition: -4.6%

How did Cc1ccc(NC(=S)Nc2cc(-c3ccccc3)[nH]n2)cc1Cl do in these assays?
GlmU inhibition: 4.6%; RmlCD inh 1536: 6.4

How did CCCCCC(=O)Nc1cccc(C2=NOC3(C2)C[C@H](C(N)=O)N(C(=O)c2ccccc2C(=O)c2ccccc2)C3)c1 (stereo not given in full) do in these assays?
GlmU inhibition: -0.1%

How did CCc1ccc(C(C)NC(=O)c2ncn[nH]2)cc1 (stereo not given) do in these assays?
GlmU inhibition: 0.9%; RmlCD inh 1536: 2.3

What do the screens show for `CCN(CC)C(=O)Cn1cnc([N+](=O)[O-])n1`?
GlmU inhibition: 0.8%; RmlCD inh 1536: 9.2

How did CCC(=O)N1CCN(CCN=Cc2c(O)n(C)c(=O)n(C)c2=O)CC1 do in these assays?
GlmU inhibition: -3.5%

Results for O=C(CSc1ccc(-c2cccs2)nn1)Nc1ccccc1F ?
GlmU inhibition: -1.2%; RmlCD inh 1536: -2.5

What do the screens show for `Cc1ccc(-c2noc(CN(C(=O)CCN3C(=O)c4ccccc4C3=O)C(C)C)n2)cc1`?
GlmU inhibition: -2.1%

Results for Cc1ccc(C(=O)ON=C2CCN(c3ccc([N+](=O)[O-])cc3)CC2)cc1 ?
GlmU inhibition: -3.1%; RmlCD inh 1536: -1.7

Results for O=C(CN1C(=O)/C(=C\c2ccc(F)cc2)Oc2ccccc21)N1CCN(c2ccccn2)CC1 ?
GlmU inhibition: -4.0%; RmlCD inh 1536: -5.4

What do the screens show for `COc1ccc(OC)c(C(=O)CSc2nnc(-c3cccnc3)n2C)c1`?
GlmU inhibition: 2.0%; RmlCD inh 1536: -5.3

Results for CCOC(=O)C1CCCN(c2c(N3CCc4ccccc4C3)c(=O)c2=O)C1 (stereo not given) ?
GlmU inhibition: -1.6%; RmlCD inh 1536: -9.9

What do the screens show for `Cc1cc(Cl)ccc1NC(=S)NCCC(c1ccccc1)c1ccccc1`?
GlmU inhibition: -0.4%; RmlCD inh 1536: -11.1

In the list so far, 2 have two or more sulfur atoms:
Results for Cc1cc2c(cc1C)N(C(=O)CN1C(=O)c3ccccc3C1=O)C(C)(C)c1ssc(=S)c1-2 ?
GlmU inhibition: -4.6%

Results for O=C(CSc1ccc(-c2cccs2)nn1)Nc1ccccc1F ?
GlmU inhibition: -1.2%; RmlCD inh 1536: -2.5

More entries.
What do the screens show for `COCCNC(=O)CN(C(=O)Cn1nnc2ccccc21)c1cc(C)cc(C)c1`?
GlmU inhibition: -2.2%; RmlCD inh 1536: 4.4

Results for CNC(=O)c1ccc2nc(NC(C)=O)sc2c1 ?
GlmU inhibition: 0.5%; RmlCD inh 1536: 5.4

How did CC(C)(CNS(=O)(=O)c1ccc(Cl)cc1)N1CCCCC1 do in these assays?
GlmU inhibition: -4.2%

How did CCOc1ccc2nc(NC(=O)CSc3ccccc3)sc2c1 do in these assays?
GlmU inhibition: -0.4%; RmlCD inh 1536: -1.2

Results for CC/C(C)=N/NS(=O)(=O)c1ccc(C)c([N+](=O)[O-])c1 ?
GlmU inhibition: 2.5%

What do the screens show for `COc1ccc(C(C(=O)NC2CCCCC2)N(C(=O)c2ccco2)c2ccc(-n3cnnn3)c(C)c2)cc1` (stereo not given)?
GlmU inhibition: 2.5%

How did CCOc1ccccc1NC(=O)Cn1nnc(C(=O)Nc2ccc(C)cc2)c1N do in these assays?
RmlCD inh 1536: -0.2

Results for CC(C)c1[nH]c(=O)c(C#N)c2c1CSC(C)(C)C2 ?
GlmU inhibition: -5.4%; RmlCD inh 1536: 6.3

What do the screens show for `O=C(NCCc1ccc(F)cc1)N1CCOCC1`?
GlmU inhibition: 1.1%

How did CC(=O)c1nnn(-c2cccc(C#N)c2)c1C do in these assays?
GlmU inhibition: 1.4%; RmlCD inh 1536: -3.0

What do the screens show for `Brc1ccc(CSc2ccc3nnc(-c4cccnc4)n3n2)cc1`?
GlmU inhibition: 4.5%

Results for CCC(C)NCCOCCOc1ccc(C)cc1OC (stereo not given) ?
GlmU inhibition: -2.4%

How did O=C(Nc1nnc(-c2ccccc2F)s1)C1CCN(S(=O)(=O)c2ccc(Cl)cc2)CC1 do in these assays?
GlmU inhibition: -0.7%; RmlCD inh 1536: -5.9

Results for CCc1ccc(N=c2c([N+](=O)[O-])nn(-c3ccccc3)n2O)cc1 ?
GlmU inhibition: -2.3%

How did C/C(CCCO)=N/Nc1ccc([N+](=O)[O-])cc1[N+](=O)[O-] do in these assays?
GlmU inhibition: 1.7%

What do the screens show for `COc1ccccc1CN(C)CC(=O)Nc1ccc(Cl)cc1F`?
GlmU inhibition: -6.0%; RmlCD inh 1536: 11.0

What do the screens show for `Cc1ccc(OCC(=O)NS(=O)(=O)c2ccccc2)cc1`?
GlmU inhibition: -2.2%; RmlCD inh 1536: 9.3

Results for CC(C)COC(=O)CNc1n[nH]c(=S)[nH]c1=O ?
GlmU inhibition: 0.4%; RmlCD inh 1536: 11.2

How did CC(C)(C)NC(=O)C1CCN(C(=O)c2ccc(Br)cc2)CC1 do in these assays?
GlmU inhibition: 4.0%

What do the screens show for `O=C(NCc1ccc2c(c1)OCO2)c1cc(-c2ccccc2)on1`?
GlmU inhibition: 1.3%; RmlCD inh 1536: 7.4

What do the screens show for `NNC(=O)c1cc2nc(-c3cccs3)cc(C(F)(F)F)n2n1`?
GlmU inhibition: 1.8%; RmlCD inh 1536: -8.0

Results for O=C(NCc1cccc(Br)c1)C1CC(c2ccc(C(F)(F)F)cc2)=NO1 (stereo not given) ?
GlmU inhibition: -6.0%

What do the screens show for `NC(=S)N/N=C\c1c(OCc2ccccc2Cl)ccc2ccccc12`?
GlmU inhibition: -3.6%

How did O=C(CCS(=O)(=O)c1cccs1)N1CCN(c2ccc(F)cc2)CC1 do in these assays?
GlmU inhibition: 3.8%; RmlCD inh 1536: -5.1

What do the screens show for `O=C(NC(=S)NC1CCCCCCCCCCC1)c1cccnc1`?
GlmU inhibition: 1.1%

What do the screens show for `Cc1nnc2n1-c1ccc(Br)cc1C(c1ccccc1Cl)=NC2`?
GlmU inhibition: 3.8%

What do the screens show for `CCN(CC)C(=S)SCC(=O)c1ccc(Br)cc1`?
GlmU inhibition: 2.9%

What do the screens show for `O=C(O)CSCNC(=O)CC12CC3CC(CC(C3)C1)C2`?
GlmU inhibition: 0.6%; RmlCD inh 1536: -11.2

What do the screens show for `CCOC(=O)N1CCC(NC(=O)c2cc(C(=O)NCc3cccc(Cl)c3)ccc2CO)CC1`?
GlmU inhibition: 3.7%; RmlCD inh 1536: 5.3

How did CCOC(=O)c1sc(NC(=O)/C=C/c2cnn(CC)c2C)c(C(=O)OCC)c1C do in these assays?
GlmU inhibition: 4.9%; RmlCD inh 1536: 71.0

What do the screens show for `CCN(Cc1ccncc1)C(=O)CSc1ccc2ccccc2c1`?
GlmU inhibition: 1.1%; RmlCD inh 1536: -6.5

How did CNC(=O)CC(C(=O)O)c1ccc(OCC(C)C)cc1 (stereo not given) do in these assays?
RmlCD inh 1536: 55.0

Results for CCN(CC)c1ccc(C(=O)OCC(=O)NC2CCCCC2C)cc1 (stereo not given) ?
GlmU inhibition: 0.7%

Results for Fc1ccc(-c2csc(=S)[nH]2)cc1 ?
GlmU inhibition: -7.2%; RmlCD inh 1536: 7.6

What do the screens show for `O=C1OC(Cc2ccccn2)C(=O)C1=C1SCCS1` (stereo not given)?
GlmU inhibition: 0.9%

Results for CCc1nnc(NC(=O)C(NS(=O)(=O)c2ccc3c(c2)OCCO3)C(C)C)s1 (stereo not given) ?
GlmU inhibition: 0.0%

What do the screens show for `Cc1cccc(NC(=S)NC2CC3C=CC2C3)c1` (stereo not given)?
GlmU inhibition: 5.7%; RmlCD inh 1536: 10.9

How did COc1ccc(-c2cc(C#N)nc(Oc3ccc(Cl)cc3)n2)cc1 do in these assays?
GlmU inhibition: 0.1%; RmlCD inh 1536: 7.4

How did COc1ccc(C2C(C(=O)Nc3ccc4c(c3)OCCO4)c3ccccc3C(=O)N2C)cc1 (stereo not given) do in these assays?
GlmU inhibition: 1.9%

How did CCOc1ccc(NC(=O)CN(C)Cc2cc(=O)n3c(-c4ccccc4)csc3n2)cc1OCC do in these assays?
GlmU inhibition: 3.0%

Brought forward from above: 4 entries, then new ones.
What do the screens show for `Cc1cccc(NC(=S)NC2CC3C=CC2C3)c1` (stereo not given)?
GlmU inhibition: 5.7%; RmlCD inh 1536: 10.9

How did COc1ccc(-c2cc(C#N)nc(Oc3ccc(Cl)cc3)n2)cc1 do in these assays?
GlmU inhibition: 0.1%; RmlCD inh 1536: 7.4

How did COc1ccc(C2C(C(=O)Nc3ccc4c(c3)OCCO4)c3ccccc3C(=O)N2C)cc1 (stereo not given) do in these assays?
GlmU inhibition: 1.9%

How did CCOc1ccc(NC(=O)CN(C)Cc2cc(=O)n3c(-c4ccccc4)csc3n2)cc1OCC do in these assays?
GlmU inhibition: 3.0%

What do the screens show for `C=CCn1cc(C(=O)OCC)c(=O)c2cc(F)c(F)cc21`?
GlmU inhibition: -0.5%; RmlCD inh 1536: -5.7

What do the screens show for `Clc1ccc(-c2onc3c2CCCC3)cc1`?
GlmU inhibition: -11.8%; RmlCD inh 1536: -5.2

Results for CCSc1n[nH]c2nc3c(c(=O)n12)C1(CCCC1)Cc1ccccc1-3 ?
GlmU inhibition: 0.2%

What do the screens show for `O=C(CC1SC(=Nc2ccccc2)N(CCO)C1=O)Nc1ccccc1` (stereo not given)?
GlmU inhibition: 2.5%; RmlCD inh 1536: 0.9

What do the screens show for `CCCn1c(=O)c2ccccc2n2c(SCC(=O)NCc3cccs3)nnc12`?
GlmU inhibition: -1.1%

How did NC(=O)c1ccc([N+](=O)[O-])cc1SCc1ccccc1 do in these assays?
GlmU inhibition: -2.0%; RmlCD inh 1536: -1.4

Results for CCC(CC)C(=O)c1c[nH]c(C(=O)NCc2ccncc2)c1 ?
GlmU inhibition: 6.4%; RmlCD inh 1536: 5.3

How did COc1cc(/C=N/Nc2ccc(Cl)c(C(=O)O)c2)ccc1OC(=O)c1ccco1 do in these assays?
GlmU inhibition: 5.8%; RmlCD inh 1536: -8.6

How did CCNc1nc(Cl)nc(NC(C)C)n1 do in these assays?
GlmU inhibition: 1.6%; RmlCD inh 1536: -9.5

How did O=C(CSc1nnnn1Cc1ccccc1)Nc1ccccc1 do in these assays?
GlmU inhibition: 1.4%

What do the screens show for `COc1ccc(CNn2c(C)nc3ccccc3c2=O)cc1`?
GlmU inhibition: 0.8%; RmlCD inh 1536: 6.6

What do the screens show for `Cc1nc2c(C)cccn2c1/C(O)=C1\C(=O)C(=O)N(CCN(C)C)C1c1ccco1` (stereo not given)?
GlmU inhibition: 0.1%; RmlCD inh 1536: -7.2

Results for CC(=O)N1C(c2ccccc2O)C[C@]2(C)CC(=O)NC12 (stereo not given in full) ?
GlmU inhibition: 4.6%

How did CS(C)(=O)=NS(=O)(=O)c1ccc(Cl)cc1 do in these assays?
GlmU inhibition: 1.5%

How did CCOC(=O)CCCNC(=O)CCNC(=O)c1ccc(OC(C)C)cc1 do in these assays?
GlmU inhibition: -0.3%; RmlCD inh 1536: 4.2

Results for COC(=O)/C(=C/c1ccc2c(c1)c1ccccc1n2C)NC(=O)c1ccccc1 ?
GlmU inhibition: 2.3%; RmlCD inh 1536: -6.0

Results for O=C(CSc1nc2[nH]ncc2c(=O)[nH]1)c1ccccc1 ?
GlmU inhibition: 1.9%; RmlCD inh 1536: -10.5

What do the screens show for `COc1cc(OC)cc(C(=O)Nc2ccc(S(=O)(=O)Nc3ncccn3)cc2)c1`?
GlmU inhibition: 4.7%; RmlCD inh 1536: 5.9

How did COc1cc(OC)c(OC)cc1/C=N/n1c(C)nnc1C do in these assays?
GlmU inhibition: -0.5%; RmlCD inh 1536: 5.3

How did CCN(CC)C(=O)CCSc1nnc(-c2ccncc2)o1 do in these assays?
GlmU inhibition: -1.6%; RmlCD inh 1536: -5.8

Assay outcomes from PubChem BioAssay.
